High-throughput results as filed in PubChem.
OXTR agonist: agonists of human oxytocin receptor; actives 0.32% (n = 320,000); CHO-OTR cells, Fluo-8 calcium fluorescence; normalized: DMSO 0%, oxytocin 100%; activation, % at 3 µM;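 active means activation above the mean of all tested compounds plus 3 SD, cutoff set per screening run, cut at about 20% in these data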;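 further: peak over basal fluorescence ratio from a 100 s FLIPR kinetic read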
MEKK2 WT-MEK5: raises or lowers MEK5 binding to wildtype human MEKK2 PB1 domain | bead flow cytometry, Alexa488-MEK5 binding to MEKK2 WT; actives lie on both sides | binding response (% of control), % at 10 µM | actives 1.1% (n = 290,000) | AID 1531; in the data active means binding response below about 67% or above about 130%
NALP1 inh: blocks the NALP1 inflammasome reconstituted in yeast; S. cerevisiae NALP1/ASC/caspase-1 growth, X-gal OD620, 72 h; inhibition, % at 10 µM; actives 0.61% (n = 280,000); in the data active means inhibition mostly above about 24%, no sharp cut-off; inactive means mostly below about 32%; further: some compounds called inactive have numbers as strong as hits
V1R ag counter: V1a receptor agonism, counter-screen for OXTR agonists. actives 0.25% (n = 320,000). CHO-V1R cells, Fluo-8 calcium fluorescence, agonist mode; 0% DMSO, 100% 3 nM vasopressin. activation, % at 3 µM;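 active means activation above the mean activation of all tested compounds plus 3 SD, per screening run, cut at about 20% in these data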;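 further: signal is peak over basal fluorescence ratio across a 100 second FLIPR read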
Target sequence (P37288 whole entry, looked up): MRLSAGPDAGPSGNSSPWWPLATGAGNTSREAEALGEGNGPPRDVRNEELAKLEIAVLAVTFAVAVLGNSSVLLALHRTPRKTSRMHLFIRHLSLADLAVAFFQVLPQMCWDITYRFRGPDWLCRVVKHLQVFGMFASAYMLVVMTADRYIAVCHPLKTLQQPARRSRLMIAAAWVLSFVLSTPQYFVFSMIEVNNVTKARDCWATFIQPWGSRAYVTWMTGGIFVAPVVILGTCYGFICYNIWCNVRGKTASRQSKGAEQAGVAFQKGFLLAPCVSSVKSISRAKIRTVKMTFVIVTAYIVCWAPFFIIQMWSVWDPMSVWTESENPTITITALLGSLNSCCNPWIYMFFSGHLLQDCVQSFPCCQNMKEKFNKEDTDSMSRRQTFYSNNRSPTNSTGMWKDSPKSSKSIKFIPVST
PHOSPHO1 inh: inhibitors of human PHOSPHO1 phosphatase; Q8TCT1; recombinant PHOSPHO1, absorbance phosphatase assay; inhibition, % at 13.3 µM; actives 1.1% (n = 290,000); in the data active means inhibition above about 60%
GPR7 antagonist: antagonists of human GPR7 (neuropeptides B/W receptor 1); P48145; GPR7-expressing cells, fluorescence antagonist assay; inhibition, % at 4.4 µM; actives 1.1% (n = 290,000); in the data active means inhibition above about 16%, passing the limit was not always enough;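 further: cells stimulated with the agonist NPW; 0% = agonist with vehicle and 100% = vehicle without agonist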
Target sequence (P48145 whole entry, looked up): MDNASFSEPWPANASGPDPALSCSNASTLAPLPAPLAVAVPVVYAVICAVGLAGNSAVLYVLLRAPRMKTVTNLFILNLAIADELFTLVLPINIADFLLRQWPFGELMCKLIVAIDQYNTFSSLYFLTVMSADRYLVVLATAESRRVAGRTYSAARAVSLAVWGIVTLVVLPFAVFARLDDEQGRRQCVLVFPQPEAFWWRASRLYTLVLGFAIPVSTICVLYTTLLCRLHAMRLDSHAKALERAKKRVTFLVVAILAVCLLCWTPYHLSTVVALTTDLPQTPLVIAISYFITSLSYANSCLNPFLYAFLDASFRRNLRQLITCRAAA
MEKK2 mut-MEK5: signal of MEK5 binding to mutant human MEKK2 PB1 domain; bead flow cytometry, Alexa488-MEK5 binding to MEKK2 mutant; percent response, % at 10 µM; actives 0.35% (n = 290,000); in the data active means percent response above about 24%, passing the limit was not always enough; further: inactives centre near 1; some results filed as inactive read as strong as hits; reference of the scale not given here
MEKK3 PB1 HTS: modulators (inhibitors or enhancers) of MEK5 binding to human MEKK3 PB1 domain | AID 1529 | bead-based flow cytometry, Alexa488-MEK5 binding to MEKK3; actives lie on both sides; 0 = blocked by unlabeled MEK5, 100 = vehicle | Q99759 | actives 1.4% (n = 290,000) | binding response (% of control), % at 10 µM;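 active means binding response more than 3 SD above or below the average of its plate-row segment, actives on both sides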;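 further: Alexa488 bead fluorescence after subtracting the streptavidin-only scavenger bead signal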
GalR3 antag: antagonists of human GalR3 | HEK293 GalR3-CNG cAMP membrane potential fluorescence; galR3 body fused to GalR1 C-terminus | inhibition, % at 3 µM | actives 0.44% (n = 360,000) | AID 651719;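 active means inhibition above the screen-wide average plus 3 SD, cut at about 13% in these data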;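 further: forskolin and galanin both at EC90 stimulate the cells; cAMP rise reported by CNG channel membrane potential dye signal; 0% = forskolin plus galanin with DMSO and 100% = forskolin alone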
Target sequence (O60755 1-299 limits assumed): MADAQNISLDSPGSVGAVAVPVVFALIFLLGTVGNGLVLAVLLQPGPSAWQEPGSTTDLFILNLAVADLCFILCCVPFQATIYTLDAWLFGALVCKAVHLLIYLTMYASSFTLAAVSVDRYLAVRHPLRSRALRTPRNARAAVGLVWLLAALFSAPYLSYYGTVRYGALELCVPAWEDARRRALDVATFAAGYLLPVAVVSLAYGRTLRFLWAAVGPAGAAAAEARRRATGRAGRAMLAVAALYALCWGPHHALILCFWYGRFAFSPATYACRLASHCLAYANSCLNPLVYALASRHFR
Numbers without * were called inactive; . = not tested or not shown; [ ] = another dose, or the depositor's remark.

Compound | MEKK2 mut-MEK5 | MEKK3 PB1 HTS | GalR3 antag | NALP1 inh | MEKK2 WT-MEK5 | GPR7 antagonist | V1R ag counter | OXTR agonist | PHOSPHO1 inh
CCOC(=O)N1CCN(C(=O)c2c(-c3ccccc3Cl)noc2C)CC1 | -1 | 104 | -1 | 10 | 101 | -4 | -0.2 | -0.2 | 32
CCN1CC2=C(OC(N)=C(C#N)C2c2cccs2)/C(=C\c2cccs2)C1 (configuration not stated) | 1 | 99 | -8 | -7 | 92 | 1 | 3.5 | 2.3 | 11
Cc1ccc(NC(=O)c2ccc3c(c2)OCO3)cc1Cl | 3 | 104 | -8 | 17 | 99 | -6 | 0.4 | -1.1 | -23
CCNC(=O)NC(=O)COC(=O)CCCSc1nc2ccccc2s1 | -4 | 88 | 7 | 24 | 91 | -5 | 3.7 | 0.9 | -4
c1ccc(C2[C@H]3CN(Cc4cccnc4)[C@H](c4ccccc4)C34CC2(c2ccccc2)C4)cc1 (some centres not stated) | 4 | 104 | -5 | . | 106 | . | 0.6 | -1.7 | 26
CN(C)c1ccc(/C=C(/C#N)C(=O)NCc2ccccc2)o1 | 0 | 121 | -3 | 37 | 102 | -2 | 23* | 20* | 1
COc1cc(/C=N/Nc2nnc3c(n2)[nH]c2ccccc23)ccc1O | -1 | 95 | -3 | 19 | 92 | -2 | 0.0 | -0.5 | -11
COc1ccc(-c2nnc(N(C)C(=O)C3CCOC3)s2)cc1 (configuration not stated) | 4 | 106 | -4 | . | 98 | -14 | 1.5 | 1.3 | .
CCn1cc(CN2CCN(Cc3ccc(C)o3)C(CCO)C2)c2ccccc21 (configuration not stated) | -5 | 103 | -8 | 9 | 100 | -4 | -0.2 | 0.4 | 48
Cc1ccccc1NC(=O)Cn1c(O)c(N=NC(=O)c2ccccc2O)c2ccccc21 | 10 | 99 | -11 | 31 | 92 | 2 | -0.2 | -0.6 | 1
O=C(O)C12C[C@H]3C[C@@H](C1)CC(n1ncc(N4CCN(c5ccccc5)CC4)c(Cl)c1=O)(C3)C2 | -1 | 99 | 3 | 4 | 102 | 0 | -0.1 | -0.3 | -7
CC(C)CCNc1nc(-c2ccco2)c2c(c1C#N)CCCC2 | 2 | 100 | 6 | -1 | 100 | -6 | 0.9 | -1.0 | 15
Cn1c(=O)c2c(SCC(=O)N3CCCC3)nc(CC(C)(C)C)nc2n(C)c1=O | 5 | 102 | -3 | -2 | 105 | -7 | 0.1 | -0.5 | 12
CCOCCCNC(=O)c1ccc(NC(=O)C2=CSCCO2)cc1 | 0 | 101 | -7 | 19 | 101 | 1 | 1.4 | 2.5 | 37
COc1ccccc1C(=O)NCCNc1ccc([N+](=O)[O-])cc1Cl | 0 | 104 | -10 | 7 | 103 | 2 | 0.7 | -0.2 | 4
CCOC(=O)c1cc(NC(=O)c2ccc(OC)cc2)c(=O)oc1-c1ccccc1 | -8 | 88 | -5 | 20 | 87 | -10 | 3.8 | -0.4 | 22
CCCOC1CCCN(Cc2cn(C)nc2-c2ccccc2F)C1 (configuration not stated) | -6 | 100 | -4 | -1 | 92 | -5 | 0.5 | -0.3 | 60*
CN(c1ccccc1C(=O)N1CCN(Cc2ccc3c(c2)OCO3)CC1)S(C)(=O)=O | -6 | 101 | -4 | 36* | 98 | -4 | 1.1 | 0.8 | -5
O=C(CCc1ccccc1)NNC(=O)COc1ccccc1 | 8 | 111 | -7 | 8 | 111 | -12 | 5.0 | 0.6 | -5
O=C(c1cccs1)N1CCC2(O)CCCCC2C1c1ccc(F)cc1 (configuration not stated) | -1 | 104 | 3 | 18 | 99 | 8 | 0.7 | -1.4 | 0
COc1ccccc1/C=C/C(=O)c1ccc(NC(C)=O)cc1 | -3 | 98 | 3 | 33 | 99 | -1 | 1.1 | -1.9 | -3
Cc1ccccc1Nc1cc(C)c2c(O)cccc2n1 | -7 | 57*[inhibitor] | 0 | 56* | 75 | -7 | 5.9 | 9.8 | -6
CCc1ccc(C(C)NC(=O)c2ccc(F)cc2)cc1 (configuration not stated) | 3 | 101 | -2 | . | 98 | -2 | -0.5 | -0.5 | -20
COc1ccc(NS(=O)(=O)c2ccc3c(c2)NC(=O)CO3)cc1 | -5 | 104 | 0 | 6 | 98 | 0 | 1.2 | 3.0 | 12
Cc1ccc(S(=O)(=O)NCc2ccc(C(=O)N3CCN(Cc4ccccc4)CC3)cc2)cc1 | 2 | 105 | -6 | 0 | 105 | 14 | 5.3 | 7.7 | -3
CC1C(=O)N2CCCc3cc(S(=O)(=O)NCCc4ccccc4)cc1c32 (configuration not stated) | 1 | 97 | -1 | -4 | 95 | -5 | -0.4 | 0.2 | 58
C=CCn1c(C)cc(C(=O)CSc2nnc(NC(C)C)s2)c1C | -23 | 74 | -1 | 3 | 83 | -9 | -0.8 | -2.8 | -5
CCCCN(C)CCNC(=O)C1CCCN(S(=O)(=O)c2cccc3nsnc23)C1 (configuration not stated) | 5 | 101 | -5 | 10 | 104 | 2 | 0.3 | -1.2 | -18
Cc1ccccc1NC(=S)NC(=O)C1CCCCC1 | 7 | 106 | -5 | 7 | 107 | 0 | -0.8 | -0.5 | 22
CCn1c(=O)c2ccccc2n(Cc2ccccc2C)c1=O | 4 | 103 | -7 | 8 | 102 | -25 | 0.7 | -1.7 | 39
Oc1ccccc1-c1nnc(SCCN2CCOCC2)n1Cc1ccccc1 | -2 | 102 | -3 | 0 | 98 | -9 | 0.3 | 1.6 | 32
COc1ccc(C)cc1NC(=O)NCCCCc1ccccc1 | 2 | 98 | -2 | 12 | 96 | 28* | -1.9 | -0.7 | 38
Cc1cc2c(cc(C(=O)OC(C(=O)NCC3CCCO3)C(C)C)n2C)o1 (configuration not stated) | 4 | 100 | -1 | -1 | 98 | -9 | 3.3 | 0.0 | -1
O=C(COC(=O)CCC(=O)c1cccs1)Nc1ccc(S(=O)(=O)N2CCOCC2)cc1 | . | . | -3 | 24 | . | -2 | 4.8 | 2.5 | -8
Cc1ccc(C)c(Cn2cnc3c(oc4ccccc43)c2=O)c1 | 7 | 102 | -1 | 2 | 105 | 10 | 0.1 | -0.5 | -15
O=C(CSc1nnc(-c2ccncc2)n1-c1ccc(Cl)cc1)Nc1ccc(C(=O)O)cc1 | -43 | 97 | -7 | 14 | 100 | 13 | 0.8 | 0.3 | -14
COc1ccccc1OCc1n[nH]c(=S)n1Cc1ccccc1 | -10 | 95 | -7 | -5 | 93 | 14 | -1.8 | -1.6 | -5
CC(=O)Nc1ccc(S(=O)(=O)N2CCCN(S(=O)(=O)c3ccc(NC(C)=O)cc3)CC2)cc1 | 0 | 98 | -2 | 10 | 96 | -2 | 0.2 | 0.8 | 12
COc1cccc(-n2c(C)c(C(C)=O)c(C(C)=O)c2C)c1 | 3 | 100 | 15* | 17 | 104 | -5 | 0.2 | 1.1 | 54
Brc1ccc(-c2nnc(SCCC3OCCCO3)o2)cc1 | 1 | 104 | -4 | 6 | 106 | -1 | 1.9 | 0.5 | 32
CC1(C)Cc2c(sc(NC(=O)c3ccc(S(=O)(=O)N4CCCCCC4)cc3)c2C#N)C(C)(C)N1 | -3 | 98 | -2 | 15 | 102 | -8 | 3.2 | 3.0 | -13
COc1ccc(/C=C(\NC(=O)c2ccccc2)C(=O)N/N=C/c2ccncc2)cc1 | 5 | 100 | 2 | -2 | 103 | 3 | 0.3 | 0.4 | 65*
CC1(C)CC(CC(=O)O)(c2ccc(Cl)cc2)CCO1 (configuration not stated) | 8 | 111 | -4 | 7 | 109 | -8 | 0.1 | -0.5 | -4
O=C(CSc1nc2c(c(=O)n1-c1ccccc1)SCC2)N1CCN(c2ccccc2)CC1 | 5 | 98 | . | 8 | 99 | -6 | 0.3 | -1.1 | -40
O=C(c1ccccc1)c1ccc2c(c1)OCCOCCOCCOCCO2 | -27 | 76 | -6 | -22 | 85 | 8 | -0.7 | 0.1 | 12
CCOC(=O)c1ccccc1NC(=O)CSc1nc2c(c(=O)n(C)c(=O)n2C)n1C | 4 | 106 | . | . | 105 | 10 | . | . | -7
O=C(/C=C/c1ccco1)NCCc1ccccc1 | -10 | 105 | -3 | 1 | 91 | 1 | -0.4 | 0.1 | 3
CC(C)c1cc(CNC(=O)C2CCC(=O)N(Cc3ccccc3F)C2)on1 (configuration not stated) | 10 | 106 | -4 | 10 | 115 | -6 | 0.1 | -0.4 | 32
CCc1ccc(NS(=O)(=O)c2ccc3[nH]cc(C(=O)N4CCc5ccccc54)c(=O)c3c2)cc1 | 0 | 117 | -2 | 7 | 101 | 2 | 0.8 | 4.1 | -2
CC(C)=NNC(=O)c1c(O)c2ccccc2[nH]c1=O | -9 | 92 | -3 | 12 | 90 | -2 | 0.7 | -0.9 | 37
Cc1nc2nc(-c3ccco3)[nH]n2c(=O)c1Cc1ccccc1 | 5 | 101 | -2 | 3 | 103 | -5 | 0.2 | -0.5 | -4
CC(=O)OCCN(CCCn1c(-c2ccncc2)nc2ccccc21)c1nc(-c2ccc(C)cc2)cs1 | -2 | 105 | -5 | 6 | 101 | -2 | -0.2 | 1.0 | 20
CC12CCC(C(=O)N(CCCCN3CCN(Cc4ccccc4)CC3)C1=O)C2(C)C (configuration not stated) | -1 | 101 | -6 | 1 | 105 | -6 | 14 | -0.6 | 55
O=C(COc1ccc(S(=O)(=O)N2CCCCC2)cc1)NCC1CCCO1 (configuration not stated) | 4 | 100 | 0 | -2 | 98 | -17 | 1.0 | -0.3 | 14

13 entries from above, reformatted.
Order of results: MEKK2 mut-MEK5, MEKK3 PB1 HTS, GalR3 antag, NALP1 inh, MEKK2 WT-MEK5, GPR7 antagonist, V1R ag counter, OXTR agonist, PHOSPHO1 inh
COc1cccc(-n2c(C)c(C(C)=O)c(C(C)=O)c2C)c1
  3, 100, 15*, 17, 104, -5, 0.2, 1.1, 54
Brc1ccc(-c2nnc(SCCC3OCCCO3)o2)cc1
  1, 104, -4, 6, 106, -1, 1.9, 0.5, 32
CC1(C)Cc2c(sc(NC(=O)c3ccc(S(=O)(=O)N4CCCCCC4)cc3)c2C#N)C(C)(C)N1
  -3, 98, -2, 15, 102, -8, 3.2, 3.0, -13
COc1ccc(/C=C(\NC(=O)c2ccccc2)C(=O)N/N=C/c2ccncc2)cc1
  5, 100, 2, -2, 103, 3, 0.3, 0.4, 65*
CC1(C)CC(CC(=O)O)(c2ccc(Cl)cc2)CCO1 (configuration not stated)
  8, 111, -4, 7, 109, -8, 0.1, -0.5, -4
O=C(CSc1nc2c(c(=O)n1-c1ccccc1)SCC2)N1CCN(c2ccccc2)CC1
  5, 98, ., 8, 99, -6, 0.3, -1.1, -40
O=C(c1ccccc1)c1ccc2c(c1)OCCOCCOCCOCCO2
  -27, 76, -6, -22, 85, 8, -0.7, 0.1, 12
CCOC(=O)c1ccccc1NC(=O)CSc1nc2c(c(=O)n(C)c(=O)n2C)n1C
  4, 106, ., ., 105, 10, ., ., -7
O=C(/C=C/c1ccco1)NCCc1ccccc1
  -10, 105, -3, 1, 91, 1, -0.4, 0.1, 3
CC(C)c1cc(CNC(=O)C2CCC(=O)N(Cc3ccccc3F)C2)on1 (configuration not stated)
  10, 106, -4, 10, 115, -6, 0.1, -0.4, 32
CCc1ccc(NS(=O)(=O)c2ccc3[nH]cc(C(=O)N4CCc5ccccc54)c(=O)c3c2)cc1
  0, 117, -2, 7, 101, 2, 0.8, 4.1, -2
CC(C)=NNC(=O)c1c(O)c2ccccc2[nH]c1=O
  -9, 92, -3, 12, 90, -2, 0.7, -0.9, 37
Cc1nc2nc(-c3ccco3)[nH]n2c(=O)c1Cc1ccccc1
  5, 101, -2, 3, 103, -5, 0.2, -0.5, -4

3 compounds already listed, arranged by their value in GPR7 antagonist, descending.
molecule	GPR7 antagonist
CC(C)=NNC(=O)c1c(O)c2ccccc2[nH]c1=O	-2
CC(C)c1cc(CNC(=O)C2CCC(=O)N(Cc3ccccc3F)C2)on1 (configuration not stated)	-6
O=C(COc1ccc(S(=O)(=O)N2CCCCC2)cc1)NCC1CCCO1 (configuration not stated)	-17

Rows were taken by chance; any-hit rate near 5.4%.
